# Assay outcomes as filed in PubChem.
# Ecoli viability – E. coli V3065 growth inhibition, primary screen, counter-screen for AddAB inhibitor project, absorbance, OD600. 18 h. inhibition, % at 11.9 µM. 0.27% of 330,000 active. AID 449728, 2010;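 active means inhibition above the campaign's mean inhibition across all tested compounds plus 3 SD, cut at about 9.9% in these data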;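 further: uninfected addAB+ strain grown without phage in ampicillin broth; 0% = DMSO wells and 100% = ciprofloxacin 0.95 µg/ml wells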
# HTR5A ag – HTR5A agonists in luminescence cell assay, primary screen, counter-screen for OPRM1-OPRD1 heterodimer agonist project, full-deck HTS. 5-hydroxytryptamine receptor 5A (Homo sapiens), P47898. cell-based. activation, % at 9.3 µM. 0.61% of 340,000 active. AID 504692, 2011; in the data active means activation mostly above about 9.5%, no sharp cut-off; inactive means mostly below about 7.6%;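 further: 0% = cells with vehicle only and 100% = reference agonist; strong numbers were not always called active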
# HTR5A inv ctr – HTR5A inverse agonists in luminescence cell assay, primary screen, counter-screen for OPRM1-OPRD1 heterodimer inverse agonist project, full-deck HTS; inhibition, % at 9.3 µM; 5-hydroxytryptamine receptor 5A (Homo sapiens), P47898; HTR5A cell line, inverse agonism; 0.083% of 340,000 active; AID 504634, 2011; in the data active means inhibition mostly above about 23%, no sharp cut-off; inactive means mostly below about 18%;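 further: 0% = cells with DMSO and 100% = no-cell wells with DMSO; some compounds called inactive have numbers as strong as hits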
# Pemphigus Ab inh – inhibitors of pemphigus antibody binding to DSG3, primary screen, biochemical, bead-based, flow cytometry, scFv-GFP; DSG3-coupled beads, scFv-anti-DSG3-GFP binding; hits give low values; AID 588358, 2011; binding (percent of control), % at 10 µM; 0.48% of 310,000 active;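 active means binding more than 3 SD below its plate's average and above zero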;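 further: hits lower antibody fragment binding to DSG3; some compounds called inactive have numbers as strong as hits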
# Target sequence (P32926 whole entry, looked up, the tested form may be a part): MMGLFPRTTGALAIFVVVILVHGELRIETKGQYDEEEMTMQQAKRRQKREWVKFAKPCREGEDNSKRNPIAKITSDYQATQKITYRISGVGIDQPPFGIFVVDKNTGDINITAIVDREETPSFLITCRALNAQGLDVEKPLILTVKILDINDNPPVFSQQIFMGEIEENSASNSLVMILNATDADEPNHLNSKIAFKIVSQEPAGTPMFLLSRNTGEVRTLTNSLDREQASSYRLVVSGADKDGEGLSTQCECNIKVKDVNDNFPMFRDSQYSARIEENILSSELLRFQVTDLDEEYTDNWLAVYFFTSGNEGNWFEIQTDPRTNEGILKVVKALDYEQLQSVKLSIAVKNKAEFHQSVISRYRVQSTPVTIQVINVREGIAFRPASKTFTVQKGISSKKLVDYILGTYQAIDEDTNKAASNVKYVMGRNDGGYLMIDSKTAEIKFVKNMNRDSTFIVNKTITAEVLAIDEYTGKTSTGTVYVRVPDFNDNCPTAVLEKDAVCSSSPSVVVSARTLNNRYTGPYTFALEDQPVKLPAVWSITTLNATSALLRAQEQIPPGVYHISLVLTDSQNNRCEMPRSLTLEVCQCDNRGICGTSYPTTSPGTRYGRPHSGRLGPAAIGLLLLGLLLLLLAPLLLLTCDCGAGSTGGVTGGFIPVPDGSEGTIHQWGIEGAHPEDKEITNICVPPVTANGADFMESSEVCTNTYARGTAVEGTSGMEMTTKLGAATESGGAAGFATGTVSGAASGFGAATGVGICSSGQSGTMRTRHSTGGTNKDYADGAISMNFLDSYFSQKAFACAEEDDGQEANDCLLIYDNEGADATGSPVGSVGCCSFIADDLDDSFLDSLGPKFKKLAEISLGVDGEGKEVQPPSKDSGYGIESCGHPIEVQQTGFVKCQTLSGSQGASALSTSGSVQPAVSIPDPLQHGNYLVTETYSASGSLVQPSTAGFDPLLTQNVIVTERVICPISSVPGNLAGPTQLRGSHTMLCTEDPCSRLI
# SUMO Mot1 rescue – yeast Mot1-301 growth rescue at high temperature, primary screen, SUMOylation pathway inhibitor project, S. cerevisiae, ATP luminescence, 38.5C; growth rescue, % at 18.8 µM; 1% of 320,000 active; S. cerevisiae Mot1-301 growth rescue; percent above DMSO median, 100 means doubled; AID 2716, 2010;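 active means every valid replicate shows activation above 250% relative to neutral control wells; inactive means the rest, any valid replicate at or below 250%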;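 further: OY570 slx delta 5 strain wells were the positive control but not used for scaling; some compounds called inactive have numbers as strong as hits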
# PKA-R1A activ – activators of PKA-R1A holoenzyme, primary screen, biochemical, fluorescence polarization, Cy5-IP20, bovine R1A, mouse PKAc; cAMP-dependent protein kinase type I-alpha regulatory subunit (Bos taurus) + …; PKA-R1A dissociation; scaled: DMSO 0%, 113 µM cGMP 100%; activation, % at 11.4 µM; 0.083% of 340,000 active;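 active means percent activation above the mean of all tested compounds plus 3 SD, cut at about 19% in these data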;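 further: higher means more PKAc released from R1A so a rise in polarization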
# phage Ecoli inh – growth loss of phage-infected E. coli, primary screen, RecBCD inhibitor project, absorbance, with phage, HTS; inhibition, % at 11.9 µM; 0.26% of 360,000 active; in the data active means inhibition above about 11%
# PfHsp90 yeast 2 – growth inhibition of PfHsp90-expressing yeast, primary screen, antimalarial PfHsp90 inhibitor project, S. cerevisiae, BacTiter-Glo luminescence, single point, set 2; BacTiter-Glo ATP, 48 h; yeast lacking PDR1 and PDR3 efflux regulators; inhibition, % at 9.4 µM; 0.32% of 310,000 active;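 active means every replicate shows inhibition above about 80%, whatever the replicate mean, limit read from the data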;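 further: 0% = DMSO neutral controls and 100% = 20 µM radicicol positive controls; yeast relying on Plasmodium falciparum Hsp90 in place of its own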
# AddAB inh – growth inhibition of E. coli expressing H. pylori AddAB, primary screen, AddAB inhibitor project, absorbance; inhibition, % at 11.9 µM; 0.29% of 330,000 active; AID 435030, 2010; in the data active means inhibition above about 12%;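 further: 0% = vehicle wells of infected cells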
# OPRM1-OPRD1 inv – inverse agonists of MOR-DOR heterodimerization, primary screen, cell-based, luminescence. Mu-type opioid receptor (Homo sapiens) + Delta-type opioid receptor (Homo sapiens), …. cell-based MOR-DOR heterodimer luminescence, inverse agonism. inhibition, % at 9.3 µM. 0.21% of 340,000 active. AID 504357, 2011; in the data active means inhibition above about 22%, passing the limit was not always enough;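 further: 0% = cells with DMSO and 100% = wells without cells with DMSO; values of inactives mirror those of a sister screen read the other way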
# OPRM1-OPRD1 ag – agonists of OPRM1-OPRD1 heterodimerization, primary screen, cell-based, luminescence; activation, % at 9.3 µM; cells; Mu-type opioid receptor (Homo sapiens) + Delta-type opioid receptor (Homo sapiens), …; 0.3% of 340,000 active; in the data active means activation above about 18%;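 further: 0% = vehicle-treated cells and 100% = reference agonist; values of inactives mirror those of a sister screen read the other way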
# * = called active by the depositor; . = no result given.
smiles | Ecoli viability | HTR5A ag | HTR5A inv ctr | Pemphigus Ab inh | SUMO Mot1 rescue | PKA-R1A activ | phage Ecoli inh | PfHsp90 yeast 2 | AddAB inh | OPRM1-OPRD1 inv | OPRM1-OPRD1 ag
COc1ccc(C(=O)Nc2ccc(-c3cn4ccsc4n3)cc2)cc1S(=O)(=O)N1CCOCC1 | 0.6 | -2 | 6 | 96 | -13 | 3 | 0.5 | . | 3.9 | 9 | -1.9
COCC(=O)Nc1ccc(F)cc1 | -0.5 | 1 | -3 | 106 | -18 | -6 | 3.8 | 10 | -0.2 | 10 | -1.6
Clc1cccc(Cl)c1CN1CCN(c2ncccn2)CC1 | . | -1 | 3 | 122 | 14 | -4 | 2.7 | -8 | . | -10 | 2.1
CC1CCCCN1C(=S)NC(=O)c1ccccc1 (configuration not stated) | -2.3 | -4 | 9 | 106 | 0 | 3 | 0.6 | -4 | 0.6 | -7 | 1.9
N=c1n(CC(=O)c2ccc(Br)s2)c2ccccc2n1Cc1ccccc1 | 2.8 | 6 | -17 | 105 | -19 | -2 | 6.8 | 15 | 2.2 | -19 | 3.6
O=C(Nc1ccc(S(=O)(=O)N2CCOCC2)cc1)c1cc(S(=O)(=O)N2CCOCC2)ccc1Cl | -0.7 | 1 | -14 | 105 | 1 | -6 | 0.9 | -14 | -1.9 | 4 | -0.7
O=c1[nH]c(/C=C2\C=Nc3ccccc32)c(O)n1Cc1ccccc1F | 1.6 | 0 | 1 | 94 | -3 | 2 | 4.0 | -13 | -0.5 | -57 | 12
CC1Sc2ccc(S(=O)(=O)NCc3ccccc3)cc2NC1=O (configuration not stated) | 1.5 | -2 | 12 | . | -14 | 5 | 3.7 | -7 | 1.6 | 6 | -1.2
COc1cc(/C=N/NC(=O)c2ccccc2O)ccc1OC(=O)CC1SC(=O)NC1=O (configuration not stated) | 1.1 | 0 | -14 | 103 | -22 | -18 | 0.3 | -7 | 1.3 | 10 | -2.0
O=C(COc1ccccc1O)NCCN1CCOCC1 | -1.3 | -3 | 9 | 113 | 455 | -6 | -0.9 | -24 | 3.2 | 9 | -1.6
Cc1cccc(Nc2nc(Cl)ncc2F)c1C | 2.5 | 3 | -10 | 102 | 4 | 8 | 2.4 | -12 | 1.7 | 2 | -0.3
O=C1CCC(C(=O)N2CCCCCCC2)CN1Cc1cccc(C(F)(F)F)c1 (configuration not stated) | -0.3 | 1 | -2 | 110 | -9 | -2 | 0.9 | 8 | 3.0 | 1 | -0.2
NC[C@H](Cc1ccccc1)NCCCCC1CCCCC1 | -1.7 | -1 | -14 | 105 | 99 | -7 | -0.8 | 2 | -1.9 | -4 | 0.7
C/C(CCc1ccc2c(c1)OCO2)=N\N=C(/N)SC1CC(=O)N(c2ccccc2F)C1=O (configuration not stated) | -0.6 | 0 | -6 | 112 | 0 | -3 | -0.4 | -1 | 1.1 | 6 | -1.4
Cc1cccc(N2CCN(CC(=O)Nc3nccs3)CC2)c1C | 1.1 | 0 | -6 | 103 | 33 | 5 | -0.8 | . | 1.0 | -4 | 0.6
C[C@@H](C(=O)NCCc1ccccc1F)N1C(=O)N2CCc3c([nH]c4ccccc34)[C@@]2(C)C1=O | 2.3 | 1 | 21 | 115 | 31 | 0 | 3.2 | -1 | 1.2 | -11 | 2.1
COC(=O)c1cccnc1NC(=S)NNC(=O)c1ccccc1 | -3.2 | -1 | 1 | 100 | -2 | -1 | 1.2 | -10 | -2.3 | 19 | -3.8
O=C1CCN(Cc2ccccc2)CCN1[C@H](CSc1ccccc1)c1ccccc1 | -0.5 | 2 | -6 | . | -6 | -5 | -2.1 | -5 | 4.1 | 5 | -0.9
O=C(Nc1cccc(S(=O)(=O)N2CCOCC2)c1)c1ccc(Cl)c([N+](=O)[O-])c1 | -0.8 | 4 | 4 | 96 | 93 | -11 | 2.2 | -3 | 3.2 | -16 | 3.2
Cc1cc(NC(=O)CCC(=O)N(CC(=O)NCC2CCCO2)c2ccc(C)c(C)c2)no1 (configuration not stated) | 0.1 | 6 | -17 | 112 | 40 | 6 | 0.7 | -16 | 2.2 | -14 | 1.7
Cc1ccc(S(=O)(=O)N(CC#N)CC#N)cc1 | 0.4 | 1 | 13 | 96 | 23 | 10 | 3.2 | -9 | -1.9 | 13 | -2.6
CCOC(=O)C1=C(CNCc2ccc(F)cc2)NC(=O)NC1c1cccc([N+](=O)[O-])c1 (configuration not stated) | 0.1 | -2 | 5 | 102 | -11 | -15 | 1.9 | 18 | -0.7 | -8 | 1.4
S=c1[nH]nc(-c2ccccc2)n1Cc1ccccc1 | -2.8 | -5 | -7 | 104 | -20 | 2 | 1.2 | -11 | -0.9 | -17 | 2.9
COc1cc(/C=N/NC(N)=S)ccc1OCC(=O)Nc1ccc(C)c(C)c1 | -0.5 | -3 | 7 | 102 | -9 | -3 | 0.9 | -3 | 0.3 | -125 | 22*
Cc1ccc(CNC(=O)c2ccc(N3CCC4(CC3)CC(c3ccccc3)=NO4)c([N+](=O)[O-])c2)cc1 | 1.7 | 1 | 3 | 97 | -6 | -1 | 1.0 | 6 | 3.4 | 5 | -0.8
O=C(NCCCn1ccnc1)c1ccc(S(=O)(=O)N2CCCCCC2)cc1 | 0.4 | 12 | -30 | 103 | -7 | 13 | 0.9 | 7 | -2.7 | 10 | -2.0
COC(=O)CN(c1ccc2c(c1)OCCO2)S(=O)(=O)c1ccccc1 | -1.4 | 0 | 18 | . | 3 | 16 | 3.1 | -15 | 1.1 | 11 | -2.3
COc1ccccc1NC(=O)NCCc1c[nH]c2ccccc12 | 3.5 | 2 | 8 | 102 | 840* | -4 | -0.1 | 26 | 4.3 | -4 | 0.9
CC(C)CNC(=O)COC(=O)/C=C/c1ccccc1[N+](=O)[O-] | -0.7 | 2 | -23 | 101 | -12 | 3 | 3.2 | -2 | 0.5 | 0 | -0.1
O=C(CC1(O)C(=O)N(C/C=C/c2ccccc2)c2ccccc21)c1ccccn1 (configuration not stated) | 4.1 | 1 | 20 | 100 | -9 | -19 | 1.9 | 0 | 1.0 | 23 | -4.4

# The results go on:
smiles | Ecoli viability | HTR5A ag | HTR5A inv ctr | Pemphigus Ab inh | SUMO Mot1 rescue | PKA-R1A activ | phage Ecoli inh | PfHsp90 yeast 2 | AddAB inh | OPRM1-OPRD1 inv | OPRM1-OPRD1 ag
CC1(C)NC(=S)NC1=S | . | -2 | 8 | 95 | . | 8 | 3.3 | . | . | 3 | -0.5
CC(C)C(=O)Nc1cc2c3c(c1)CCC(=O)N3CCC2 | 0.8 | 1 | -4 | 109 | -3 | -5 | 2.2 | -6 | 4.6 | 9 | -1.7
COc1ccc(Cl)cc1NC(=O)NCCN1CCNC1=O | 0.7 | 3 | 0 | . | 3 | 1 | 2.8 | 2 | 2.1 | 6 | -1.2
CN(C)CCCNC(=O)CC(c1ccc(F)cc1)c1ccco1 (configuration not stated) | -0.5 | -5 | 7 | . | -5 | -10 | 1.0 | 16 | 2.4 | 3 | -0.8
COc1cc(NC(=S)N2CCCC2)cc(OC)c1 | . | 11 | -26 | 115 | -3 | -5 | 1.7 | 13 | . | 2 | -0.5
Cn1c(=O)c2c(nc(Oc3ccccc3Cl)n2C)n(C)c1=O | . | 0 | 0 | 98 | 13 | 4 | 1.8 | -56 | . | 5 | -1.0
CC(=O)NCC(=O)N1CCCC(C(=O)c2ccc(Oc3ccccc3)cc2)C1 (configuration not stated) | 2.2 | 5 | -14 | 111 | -4 | -3 | 0.0 | 16 | 4.6 | 8 | -1.4
COc1ccc(S(=O)(=O)N2CCC(O)(c3cccnc3)CC2)cc1OC | 2.6 | 4 | 9 | 95 | -1 | 8 | 6.0 | -23 | 1.5 | 8 | -1.5
O=C(NCc1ccccc1)C(c1ccc(F)cc1)N(C(=O)c1csnn1)C1CCCC1 (configuration not stated) | 0.4 | -4 | 10 | 118 | 2 | -2 | 0.7 | 30 | 3.2 | -3 | 0.6
O=C(O)COc1ccc(-c2nc(-c3ccccc3)c(-c3ccccc3)[nH]2)cc1 | 0.6 | -7 | 8 | . | -14 | -1 | 1.2 | -4 | 2.3 | 12 | -1.9
COc1ccccc1C(=O)C1CCCN(C(=O)c2ccc(C(C)=O)s2)C1 (configuration not stated) | 0.4 | 1 | 11 | 106 | -3 | -7 | 0.6 | -13 | 0.6 | 9 | -1.9
COC(=O)Cc1cc(=O)oc2cc(OC)ccc12 | 0.8 | 1 | -3 | 104 | 26 | -10 | 4.1 | 21 | 0.8 | 3 | -0.5
CCCCn1nc(C(=O)NCC(c2cccs2)N2CCOCC2)c2ccccc2c1=O (configuration not stated) | -0.2 | -3 | 8 | . | 0 | -6 | 2.3 | -13 | -0.2 | 1 | -0.2
O=C(c1cc(Br)ccc1Cl)N1CCN(c2ncccn2)CC1 | 3.5 | 0 | 1 | 91 | -24 | -4 | 3.5 | 27 | 1.3 | 19 | -4.2
CSc1cc(-c2ccc(Cl)cc2)n(Cc2ccccc2)c(=O)c1C#N | 0.7 | 0 | 0 | 93 | 4 | -12 | 2.8 | 12 | 2.7 | -2 | 0.5
S=c1sc2c(Cl)ncnc2n1-c1ccccc1 | . | 4 | 31 | 100 | . | 10 | 3.6 | 24 | . | 11 | -2.2
Cc1cc(=O)[nH]c(SCC(=O)N2CCCC(C)C2)n1 (configuration not stated) | -2.3 | -3 | 7 | 80 | 100 | -4 | 1.5 | 5 | 2.8 | 12 | -2.1
CCOc1ccc(S(=O)(=O)Nc2cccc(C(=O)N3CCN(c4cccc(OC)c4)CC3)c2)cc1 | 1.1 | 1 | -2 | 130 | -1 | 3 | 3.2 | -8 | 0.0 | 10 | -1.8
CCOc1ccc(-n2cc(C(=O)N3CCN(C)CC3)c3cc(OC)c(OC)cc3c2=O)cc1 | 2.2 | 0 | 12 | 98 | 256 | 7 | 1.0 | -11 | 3.7 | 14 | -2.5
COc1ccc(C(=O)CNc2cccc(F)c2)cc1 | 0.8 | -1 | 5 | 96 | 8 | -2 | 3.0 | -12 | 1.0 | 32 | -5.7

# Of the compounds above, two contain a cyano group:
smiles | Ecoli viability | HTR5A ag | HTR5A inv ctr | Pemphigus Ab inh | SUMO Mot1 rescue | PKA-R1A activ | phage Ecoli inh | PfHsp90 yeast 2 | AddAB inh | OPRM1-OPRD1 inv | OPRM1-OPRD1 ag
Cc1ccc(S(=O)(=O)N(CC#N)CC#N)cc1 | 0.4 | 1 | 13 | 96 | 23 | 10 | 3.2 | -9 | -1.9 | 13 | -2.6
CSc1cc(-c2ccc(Cl)cc2)n(Cc2ccccc2)c(=O)c1C#N | 0.7 | 0 | 0 | 93 | 4 | -12 | 2.8 | 12 | 2.7 | -2 | 0.5
